Assay outcomes as filed in PubChem BioAssay.
PAX8 reporter: inhibitors of PAX8-driven TPO luciferase reporter, primary screen, RMG-I cells, single concentration. actives 1.2% (n = 360,000). AID 652154, 2013. SteadyGlo, 24 h. inhibition, % at 12.6 µM;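 active = mean replicate inhibition at least 60% with every replicate also reaching 60%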;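 also: luciferase light reporting Pax8 driven TPO promoter activity; plate controls were median of neutral control wells for no effect and mitoxantrone controls for full effect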
PGC1a acetyl inh: inhibitors of PGC1a acetylation signal, primary screen, cell-based, U2OS, AlphaScreen, inhibitor mode; AlphaScreen anti-acetyl-lysine; with virally co-expressed GCN5 acetyltransferase; inhibition, % at 15.6 µM; actives 0.17% (n = 350,000); AID 651687, 2012;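 active = every replicate shows inhibition of at least 40%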;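 also: 0% = neutral control wells and 100% = positive control wells; some results beyond the cut were filed as inactive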
Cneo AK release: Cryptococcus neoformans cell lysis inducers, primary screen, AK release luminescence, single concentration; lysis activity, % at 15 µM; actives 0.2% (n = 360,000); AID 651654, 2012; C. neoformans lysis, adenylate kinase release luminescence, 4 h; normalised: neutral wells 0, clomiphene wells 100;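 active = mean lysis activity across replicates of at least 80%, whatever share of replicates individually reach that level; inactive = mean lysis activity below 80%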
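Assay system: Cryptococcus neoformans yeast cells / Dosing: single-point compound dose / Timing: 4 h at 37 °C static, read 1 h later / Measured by: luminescence of released adenylate kinase using an AK detection reagent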
PglD DTNB: C. jejuni PglD acetyltransferase inhibitors, primary screen, biochemical, DTNB colorimetric, single point. purified PglD enzyme, DTNB colorimetric CoA detection. actives 0.098% (n = 360,000). inhibition, % at 12.5 µM; in the data active = inhibition above about 16%, passing the limit was not always enough; also: strong numbers were not always called active
LGR2 antag: inhibitors of bursicon-induced LGR2 CRE-luciferase signal, primary screen, cell-based, HEK293, CRE-luciferase reporter, bursicon stimulation. inhibition, % at 9.99 µM. actives 0.35% (n = 380,000). Drosophila bursicon receptor LGR2 (rickets). bursicon-stimulated, 4 h;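 active = drop in luminescence signal, shown as inhibition above about 50% in the replicate tests, limit read from the data, passing the limit was not always enough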;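 also: agonist challenge used bursicon conditioned medium at about half maximal strength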
INS-1E GSIS act: GLuc luminescence reporter in INS-1E cells, primary screen for activators of glucose-dependent secretion of insulin; activation, % at 16.6 µM; INS-1E GLuc reporter insulin secretion, 2-3 h; actives 0.61% (n = 370,000);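 active = lowest replicate activation of at least 40%, so every replicate reaches that level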;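 also: 0% = median of neutral control wells and 100% = median of IBMX positive control wells; some compounds called inactive have numbers as strong as hits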
ARNT TACC3 PPI: disruptors of ARNT/TACC3 protein interaction, primary screen, biochemical, AlphaScreen, single concentration; actives 0.66% (n = 390,000); inhibition, % at 9.99 µM; AlphaScreen His-ARNT PAS-B/GST-TACC3 binding, luminescence; TACC3 fragment carries E629A point mutation;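 active = mean inhibition of replicates at least 50% and at least half of replicates each reaching 50%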;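 also: 0% = complete ARNT plus TACC3 wells and 100% = ARNT alone without TACC3; many hits fall short of the cut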
C2C12 statin: suppressors of statin myotoxicity in C2C12 myotubes, primary screen, cell-based, single point, plate reader; C2C12 myotubes + simvastatin, ATP luminescence, 48 h; scaled: DMSO 0, geranylgeraniol control 100; rescue of ATP level, % at 7.49 µM; actives 0.78% (n = 330,000); AID 602340, 2012;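 active = mean ATP rescue above about 67%, or every replicate alone reaching that limit, limit read from the data, passing the limit was not always enough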;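 also: myotubes were challenged with 10 µM simvastatin during compound exposure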
* = called active by the depositor; nt = no result given.

Screens in order – PAX8 reporter | PGC1a acetyl inh | Cneo AK release | PglD DTNB | LGR2 antag | INS-1E GSIS act | ARNT TACC3 PPI | C2C12 statin
CCOC(=O)c1c(C)[nH]c(C(=O)Cn2nnc(-c3ccccc3)n2)c1C
  16 | -10 | -3 | 8 | nt | nt | -3 | 15
CCCNC(=O)[C@H]1[C@H](CO)[C@H]2Cn3c(cccc3=O)[C@H]2N1CC1CCCCC1
  nt | nt | 0 | 4 | 2 | -2 | 13 | 6
COCCN(C(=O)COC(=O)/C=C/c1ccc(SC)cc1)c1c(N)n(Cc2ccccc2)c(=O)[nH]c1=O
  2 | 0 | 0 | 1 | 15 | nt | 2 | -1
COc1ccc(C)cc1N(CC(=O)N/N=C/c1ccc2c(c1)OCO2)S(C)(=O)=O
  14 | nt | nt | nt | -5 | 12 | 1 | nt
O=C(Cc1ccccc1)NCCn1ccc2ccccc21
  -1 | nt | 5 | 0 | 26 | nt | -18 | -1
CC(Oc1ccc(Br)cc1)C(=O)Nc1ccc(N2CCOCC2)cc1N1CCOCC1 (stereo unspecified)
  1 | nt | nt | nt | 15 | -6 | -5 | -1
Cc1cc(O)c(C(C)C)cc1NC(=O)c1ccccc1Cl
  70* | -15 | -2 | 6 | nt | nt | 5 | 7
COc1ccccc1CNC(=O)CC1C(=O)NCCN1C1Cc2ccccc2C1 (stereo unspecified)
  18 | -5 | 0 | 3 | 7 | -11 | -1 | 1
CN(CCC#N)C(=O)COC(=O)c1ccc2c(c1)C(=O)N(C1CCCCC1)C2=O
  -4 | 4 | 0 | -5 | 4 | -14 | 1 | nt
COc1c(C(=O)Nc2ccc(Cc3ccncc3)cc2)ccc2ccccc12
  -18 | 5 | 0 | 5 | -6 | -24 | -4 | nt
O=[N+]([O-])c1cccc(/C=N/NC2=NS(=O)(=O)c3ccccc32)c1
  0 | -6 | nt | nt | 4 | 3 | 34 | 10
CCOC1=C2CN(S(=O)(=O)c3ccc(C)cc3)[C@H](c3ccc(CC)cc3)C[C@@H]2N(S(=O)(=O)c2ccc(C)cc2)[C@H](c2ccccc2)C1
  5 | 10 | -1 | 3 | -5 | 12 | nt | -5
C[n+]1cccc(C(=O)N/N=C/c2ccc3c(c2)OCO3)c1
  1 | 2 | 2 | 0 | 5 | 4 | 17 | 8
CCOC(=O)CN1C(=O)c2ccccc2C1=O
  nt | 3 | 0 | -2 | nt | nt | -7 | 1
CCOC(=O)COc1cccc2c(=O)n(CC(=O)N3CCC(C)CC3)ccc12
  12 | -13 | 3 | 3 | -1 | nt | -30 | -9

The list continues.
Screens in order – PAX8 reporter | PGC1a acetyl inh | Cneo AK release | PglD DTNB | LGR2 antag | INS-1E GSIS act | ARNT TACC3 PPI | C2C12 statin
CCn1c(SCC(=O)Nc2ccc(N3CCOCC3)cc2)nnc1-c1ccco1
  -1 | 5 | 1 | 5 | -8 | 12 | -3 | 12
O=C(CSc1ccccn1)Nc1ccc(Br)cn1
  nt | -2 | -7 | -1 | -27 | 8 | -5 | -16
CCCCC(=O)N1CCN(c2nc3ccc(Cl)cc3s2)CC1
  -140 | -2 | 1 | 5 | -53 | -29 | -7 | 46
COc1cc(CC(=O)Nc2nccs2)cc(OC)c1OC
  11 | nt | -5 | 3 | nt | nt | 1 | 0
Cc1noc(C)c1NC(=O)NCC[C@H]1CC[C@@H](NC(=O)Cc2cccnc2)[C@H](CO)O1
  -22 | -6 | 4 | 2 | 0 | 6 | 0 | -4
CN(C)S(=O)(=O)N1CCN(CC(O)COc2ccc(C(=O)c3ccccc3)cc2)CC1 (stereo unspecified)
  nt | 5 | -1 | -2 | nt | nt | -2 | nt
COCCCn1c(=S)[nH]c2c(sc3ccccc32)c1=O
  -19 | nt | nt | nt | -8 | 7 | -1 | nt
O=S(=O)(Nc1cccc(-c2ccc(N3CCCCCC3)nn2)c1)c1cccc(F)c1
  -100 | 5 | -4 | 0 | -91 | 11 | 2 | -17
COc1ccc(CCNC(=O)Cn2nc([N+](=O)[O-])c(Br)c2C)cc1OC
  21 | nt | 1 | -7 | -1 | 0 | -3 | 2
CC(C)CCn1cnc2c(cnn2-c2ccc(Cl)cc2)c1=O
  nt | -11 | 1 | -4 | nt | nt | -8 | -4
COc1ccc(S(=O)(=O)N2CCCC(C(=O)NCC3CCCO3)C2)cc1Cl (stereo unspecified)
  nt | nt | 2 | 5 | -1 | nt | -1 | 1
COc1ccc(CN(C(=O)c2cnccn2)C(C(=O)Nc2ccc(F)cc2)c2ccccc2)cc1 (stereo unspecified)
  nt | -11 | -2 | -2 | nt | nt | 2 | -3
COc1cccc(CN(C)CCCn2cnc3c(SC)ncnc32)c1
  -11 | 4 | -1 | -3 | -15 | 8 | nt | -5
C[C@@H]1CN([C@@H](C)CO)C(=O)c2cccc(NC(=O)c3cnccn3)c2O[C@H]1CN(C)C(=O)Nc1cccc2ccccc12
  10 | 13 | -3 | -1 | 14 | 0 | 2 | -3
CC1CN(C(=O)c2cc(F)c(F)cc2Cl)CC(C)O1 (stereo unspecified)
  nt | 14 | 0 | -3 | nt | nt | -4 | -4

Carrying on.
Screens in order – PAX8 reporter | PGC1a acetyl inh | Cneo AK release | PglD DTNB | LGR2 antag | INS-1E GSIS act | ARNT TACC3 PPI | C2C12 statin
COc1ccc(-c2nonc2NC(=O)c2oc3ccccc3c2C)cc1OC
  19 | 7 | 1 | -1 | -16 | 10 | 2 | 10
O=C(NCC1CCCO1)C(c1ccco1)N(Cc1ccc(F)cc1)C(=O)CN1C(=O)c2ccccc2S1(=O)=O (stereo unspecified)
  0 | -9 | 0 | -6 | -1 | -4 | -4 | 2
C[C@H]1CN([C@@H](C)CO)C(=O)Cc2cc(NC(=O)Nc3ccc(F)cc3)ccc2O[C@H]1CN(C)C(=O)NC1CCCCC1
  18 | -2 | -2 | 2 | nt | nt | 2 | -1
Cc1c(C)n(Cc2ccc(Cl)cc2)c2ccc(C(=O)NCCCN3CCOCC3)cc12
  15 | -21 | 2 | 2 | 10 | -16 | -38 | 6
CNC(=O)C(Sc1ccccc1)c1ccccc1 (stereo unspecified)
  -4 | -5 | 0 | 1 | nt | -5 | -12 | 0
COc1ccccc1/C=N/Nc1nc(C)c(C(C)=O)s1
  -109 | -2 | 0 | -5 | -58 | 17 | -4 | 7
CCOC(=O)c1cnn(-c2ccccc2)c1-n1cccc1C(=O)C(=O)N(C)C
  -2 | 5 | nt | nt | -13 | 5 | -2 | nt
COc1ccc(CC(=O)N2CCN=C2SC)cc1
  3 | 0 | 0 | 3 | -10 | 37 | nt | 3
N#C[C@@H]1[C@@H](c2ccc(C#CC3CCCC3)cc2)[C@@H](CO)N1S(=O)(=O)c1ccccc1
  4 | -4 | 4 | -2 | 4 | -8 | 29 | -17
O=C(Nc1ncc(Br)s1)C1CCCN1S(=O)(=O)c1cccc2cccnc12 (stereo unspecified)
  8 | 3 | -1 | 4 | -8 | 15 | -7 | -28
CCCCN1CC[C@H]2C=CC[C@@H](C(=O)Nc3ccc(Cl)cc3Cl)[C@H]2C1=O
  30 | nt | 1 | -1 | 4 | -16 | -7 | -13
CC(=O)CCc1ccc(OCC(O)CNCCOc2ccc(C)cc2)cc1 (stereo unspecified)
  -2 | 0 | 1 | 5 | -12 | nt | -2 | 3
Cc1cccc(OCC(=O)N2CCN(C(=O)Cc3ccccc3)CC2)c1
  nt | 0 | 10 | -2 | -1 | -4 | 27 | -5
C[C@@H]1CN([C@H](C)CO)C(=O)c2c(c3ccccc3n2C)-c2ccccc2CO[C@@H]1CN(C)C(=O)CCC(F)(F)F
  6 | -12 | -2 | 1 | -2 | -25 | -8 | -4
COc1cccc(-n2nnc3c(=O)n(CC(=O)NC4CCCC4)cnc32)c1
  nt | -8 | -1 | -5 | -9 | 6 | -3 | -3

Part of the list above in a different format.
> Cc1c(C)n(Cc2ccc(Cl)cc2)c2ccc(C(=O)NCCCN3CCOCC3)cc12
  PAX8 reporter = 15; PGC1a acetyl inh = -21; Cneo AK release = 2; PglD DTNB = 2; LGR2 antag = 10; INS-1E GSIS act = -16; ARNT TACC3 PPI = -38; C2C12 statin = 6

> CNC(=O)C(Sc1ccccc1)c1ccccc1 (stereo unspecified)
  PAX8 reporter = -4; PGC1a acetyl inh = -5; Cneo AK release = 0; PglD DTNB = 1; LGR2 antag = nt; INS-1E GSIS act = -5; ARNT TACC3 PPI = -12; C2C12 statin = 0

> COc1ccccc1/C=N/Nc1nc(C)c(C(C)=O)s1
  PAX8 reporter = -109; PGC1a acetyl inh = -2; Cneo AK release = 0; PglD DTNB = -5; LGR2 antag = -58; INS-1E GSIS act = 17; ARNT TACC3 PPI = -4; C2C12 statin = 7

> CCOC(=O)c1cnn(-c2ccccc2)c1-n1cccc1C(=O)C(=O)N(C)C
  PAX8 reporter = -2; PGC1a acetyl inh = 5; Cneo AK release = nt; PglD DTNB = nt; LGR2 antag = -13; INS-1E GSIS act = 5; ARNT TACC3 PPI = -2; C2C12 statin = nt

Carrying on:
Screens in order – PAX8 reporter | PGC1a acetyl inh | Cneo AK release | PglD DTNB | LGR2 antag | INS-1E GSIS act | ARNT TACC3 PPI | C2C12 statin
CC(C)(C)n1nc2c(c1NC(=O)COc1ccc3ccccc3c1)CS(=O)(=O)C2
  nt | -12 | -1 | 0 | 5 | 12 | 1 | 0
c1ccc2sc(NC3=NCN(Cc4ccc5c(c4)OCO5)CN3)nc2c1
  nt | -12 | 2 | 3 | nt | nt | -6 | 3
Cc1ccc(N(CC(=O)NCc2ccc3c(c2)OCO3)C(=O)CCC(=O)Nc2ccccn2)cc1
  -4 | nt | 5 | 1 | 1 | 17 | nt | 0
COc1ccc(CCC(=O)N2CCc3ccccc32)cc1
  -180 | nt | -1 | 1 | nt | 29 | -1 | nt
COc1ccc(C(c2sc3nc(C)nn3c2O)N2CCN(Cc3ccccc3)CC2)cc1OC (stereo unspecified)
  -6 | 1 | -2 | 3 | -2 | nt | -1 | 1
CCc1ccc(N=c2c([N+](=O)[O-])nn(-c3ccccc3)n2O)cc1
  nt | -10 | -4 | 1 | nt | nt | 13 | 8
COc1cc(C(=O)NCC(=O)NCCCSc2ccccc2)cc(OC)c1OC
  12 | -8 | -4 | 1 | 5 | nt | 6 | 8
CC(C)NC(=O)Nc1cccc2c1O[C@@H](CN(C)Cc1ccc(-c3ccccc3)cc1)[C@@H](C)CN([C@@H](C)CO)C2=O
  9 | 3 | 3 | -1 | 2 | -20 | -3 | -1
O=C(Nc1ccc(S(=O)(=O)N2CCCCC2)cc1)c1cnccn1
  -10 | nt | 0 | -3 | nt | nt | -1 | nt
COc1ccc(C2C(C#N)=C(N)N(N(C)C)C3=C2C(=O)CC(C)(C)C3)cc1 (stereo unspecified)
  11 | nt | 1 | -1 | 4 | -6 | -11 | 0
O=C(C1CC(=O)N(c2ccc(F)cc2)C1)N1CCCCCC1 (stereo unspecified)
  6 | nt | -1 | 7 | 4 | -1 | -2 | 3
CCc1cccc2c(=O)c(C(=O)NCCN3CCOCC3)c[nH]c12
  nt | -8 | 1 | -2 | nt | nt | -3 | 1
C/C(=N\OC(=O)c1ccccc1)c1c(C)nc2cc(C)ccn12
  9 | 13 | 0 | -4 | 5 | -1 | -2 | 9
CCOC(=O)c1c(NC(=O)COC(=O)CCOc2cc(C)ccc2C)sc(C(=O)N(C)C)c1C
  8 | nt | 3 | -3 | -15 | -36 | nt | -2
COc1ccc(C(=O)CC(Nc2ccc([N+](=O)[O-])cc2)c2ccc(Cl)cc2)cc1 (stereo unspecified)
  nt | -22 | 1 | -2 | 26 | nt | nt | -20
